# Screening data: PubChem, several laboratories
# CIT2 TOR yeast: yeast TOR pathway CIT2-GFP modulation; S. cerevisiae CIT2-GFP strain, flow cytometry, 3 h; 100 means same as DMSO wells; GFP response vs DMSO, % at 10 µM; 320,000 tested, 0.065% active;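 active = GFP response relative to DMSO above a set limit, near the screen mean plus 3 SD, cut at about 150% in these data; inconclusive = Fewer than 70 cells measured for a yeast strain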;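 also: ratio of well median GFP fluorescence to mean of DMSO wells on the plate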
# LAP4-GFP MLPCN: yeast TOR pathway LAP4-GFP modulation; S. cerevisiae LAP4-GFP multiplex, flow cytometry GFP, 3 h; median GFP as percent of DMSO wells; GFP response vs DMSO, % at 10 µM; AID 2023; 320,000 tested, 0.34% active;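 active = GFP response vs DMSO above a set limit, about the screen mean plus 3 SD, cut at about 150% in these data; inconclusive = under 70 cell events counted for the yeast strain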
# JMJD2C inh: human JMJD2C demethylase inhibition; AID 2099; Q9H3R0; inhibition, % at 2.35 µM; 330,000 tested, 0.069% active; GST-JMJD2C(1-420) H3K9me3 demethylation, DELFIA europium;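 active = more than half of a compound's replicate wells show inhibition beyond 50%, single wells judged on their own value; inconclusive = some, but no more than half, of replicates pass 50% inhibition; inactive = no replicate passes 50% inhibition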;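 also: signal counts dimethyl H3K9 product captured on neutravidin plate; 0% = median of DMSO wells and 100% = 0.3 times that DMSO median; strong numbers were not always called active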
# Target sequence (Q9H3R0 1-420 limits assumed): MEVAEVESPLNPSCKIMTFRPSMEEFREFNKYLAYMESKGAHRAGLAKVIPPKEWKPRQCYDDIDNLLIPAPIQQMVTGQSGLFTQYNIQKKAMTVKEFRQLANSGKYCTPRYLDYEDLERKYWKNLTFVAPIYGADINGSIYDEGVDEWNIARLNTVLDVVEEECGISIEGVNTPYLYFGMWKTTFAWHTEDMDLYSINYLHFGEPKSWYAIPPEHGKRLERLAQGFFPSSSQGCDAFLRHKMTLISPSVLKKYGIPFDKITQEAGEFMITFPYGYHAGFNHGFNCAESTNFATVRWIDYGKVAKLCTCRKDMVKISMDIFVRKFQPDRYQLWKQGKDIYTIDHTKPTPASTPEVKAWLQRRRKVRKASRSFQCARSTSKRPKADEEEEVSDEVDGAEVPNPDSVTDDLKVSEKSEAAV
# GRK2 aptamer HTS: inhibitors of human GRK2 displacing RNA aptamer; P25098; bead flow cytometry, FAM-aptamer displacement from GRK2; inhibition of aptamer binding, % at 10 µM; 330,000 tested, 0.59% active; AID 488847;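 active = inhibition of aptamer binding above 40%, roughly 3 SD of noise, on plates passing a quality check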;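 also: median bead fluorescence of bound FAM aptamer so fluorescent compounds give negative values; no value below 0 was filed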
# Target sequence (P25098 whole entry, looked up): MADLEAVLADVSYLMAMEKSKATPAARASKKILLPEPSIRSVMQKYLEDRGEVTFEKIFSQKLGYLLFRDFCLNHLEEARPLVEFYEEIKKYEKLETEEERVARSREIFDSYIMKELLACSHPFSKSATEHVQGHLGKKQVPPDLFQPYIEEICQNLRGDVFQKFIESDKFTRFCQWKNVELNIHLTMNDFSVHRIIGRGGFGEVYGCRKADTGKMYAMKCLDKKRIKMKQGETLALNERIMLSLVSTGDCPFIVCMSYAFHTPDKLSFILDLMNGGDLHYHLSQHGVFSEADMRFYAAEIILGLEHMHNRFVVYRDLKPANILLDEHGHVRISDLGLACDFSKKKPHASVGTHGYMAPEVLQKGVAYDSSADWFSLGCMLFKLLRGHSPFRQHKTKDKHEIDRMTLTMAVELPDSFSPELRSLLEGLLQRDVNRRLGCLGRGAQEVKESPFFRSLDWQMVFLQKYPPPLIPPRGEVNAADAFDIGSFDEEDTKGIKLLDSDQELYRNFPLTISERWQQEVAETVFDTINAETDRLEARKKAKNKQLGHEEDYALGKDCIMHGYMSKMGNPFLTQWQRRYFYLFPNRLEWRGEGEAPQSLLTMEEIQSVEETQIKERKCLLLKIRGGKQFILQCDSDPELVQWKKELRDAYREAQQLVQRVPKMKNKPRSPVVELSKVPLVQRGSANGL
# RPL19A TOR yeast: alters RPL19A-GFP fluorescence in TOR pathway yeast screen; S. cerevisiae RPL19A-GFP strain, flow cytometry, 3 h; active compounds read low; percent response vs DMSO, % at 10 µM; 330,000 tested, 0.3% active;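 active = percent response vs DMSO below 50%; inconclusive = fewer than 70 events counted for the yeast strain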;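 also: median channel GFP fluorescence of the barcoded RPL19A-GFP strain; ratio of sample median GFP to plate DMSO average so 100% = DMSO; lower means less RPL19A-GFP as with rapamycin TOR inhibition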
# MEP2-GFP yeast: yeast TOR pathway MEP2-GFP modulation | S. cerevisiae MEP2-GFP strain, flow cytometry GFP, 3 h; 100% = DMSO control level | GFP response vs DMSO, % at 10 µM | 330,000 tested, 0.51% active | AID 2016;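 active = GFP response versus DMSO above a set limit, roughly screen mean plus 3 SD, cut at about 180% in these data; inconclusive = fewer than 70 cells counted for a yeast strain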;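 also: median GFP fluorescence of the barcode-gated MEP2-GFP cells per well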
# VLA-4 inh: inhibition in a human VLA-4 binding assay. P13612. 330,000 tested, 0.2% active. AID 2557. VLA-4 expressing cells, ligand binding flow cytometry. inhibition, % (about 7 µM as worked out from the volumes in the protocol); in the data active = inhibition above about 50%
# AGP1-GFP MLPCN: alters AGP1-GFP fluorescence in TOR pathway yeast screen | S. cerevisiae AGP1-GFP multiplex flow cytometry, 3 h; GFP as percent of DMSO wells | GFP response vs DMSO, % at 10 µM | 320,000 tested, 0.02% active | AID 2066;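 active = GFP response relative to DMSO above a set limit, near screen average plus 3 SD, cut at about 150% in these data; inconclusive = fewer than 70 cells counted for the yeast strain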;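 also: median GFP channel fluorescence of the gated AGP1 strain per well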
# Active calls of the source: *; u = inconclusive; x = no result given; & = joins results of further samples.
# The first two compounds, to show the layout:
SMILES,CIT2 TOR yeast,LAP4-GFP MLPCN,JMJD2C inh,GRK2 aptamer HTS,RPL19A TOR yeast,MEP2-GFP yeast,VLA-4 inh,AGP1-GFP MLPCN
Cc1cc(NC(=O)C(C)Oc2ccc(C(C)(C)C)cc2)no1 (stereo not drawn),89.0,75.6,-5.6,0.0,113.6,103.1,-4.9,93.0
CC(=O)NCC1CCCN(Cc2cn(-c3ccccc3F)nc2-c2cc(C)sc2C)C1 (stereo not drawn),101.4,112.0,-3.5,2.0,102.7,105.6,0.8,110.8

# Results, from the first entry:
SMILES,CIT2 TOR yeast,LAP4-GFP MLPCN,JMJD2C inh,GRK2 aptamer HTS,RPL19A TOR yeast,MEP2-GFP yeast,VLA-4 inh,AGP1-GFP MLPCN
Cc1cc(NC(=O)C(C)Oc2ccc(C(C)(C)C)cc2)no1 (stereo not drawn),89.0,75.6,-5.6,0.0,113.6,103.1,-4.9,93.0
CC(=O)NCC1CCCN(Cc2cn(-c3ccccc3F)nc2-c2cc(C)sc2C)C1 (stereo not drawn),101.4,112.0,-3.5,2.0,102.7,105.6,0.8,110.8
NC(Cc1c[nH]c2ccccc12)C(=O)NCc1ccccc1 (stereo not drawn),95.5,85.7,1.5,0.0,101.5,94.8,7.0,98.2
O=C(Nc1ccccc1)c1nccn1Cc1ccc(F)cc1,96.8,85.5,-4.0,1.0,101.9,92.3,13.6,91.9
Cc1oc(=O)c(NC(=O)c2ccc(Cl)cc2)cc1C(=O)c1ccccc1,93.7,100.6,7.4,6.0,97.0,98.2,22.6,95.0
CCOc1ccccc1N(CC(=O)NC1CCCCC1)S(=O)(=O)c1ccc(C)cc1,92.6,93.6,8.8,1.0,98.0,91.2,-1.5,95.5
CC(C)C[C@H](NC(=O)[C@@H]1Cc2ccccc2CN1C(=O)OC(C)(C)C)C(=O)NCC1CCC(C(=O)O)CC1 (stereo partly drawn),102.7,102.1,9.3,2.0,98.8,101.2,1.9,104.7
NC(N)=Nc1nc(-c2ccccc2)c2cc(Cl)ccc2n1,97.2,104.6,-7.9,0.0,102.7,108.2,29.6,104.0
CC(C)c1ccc(S(=O)(=O)N2CCN(C(=O)CN3C(=O)NC(C)(c4ccccc4)C3=O)CC2)cc1 (stereo not drawn),107.7,92.8,-3.0,1.0,97.0,97.3,-6.2,104.3
CN(C)c1nc2n(c(=O)n1)C(C#N)CS2 (stereo not drawn),87.3,98.2,-11.1,2.0,92.4,94.1,8.2,91.8

# 4 of the compounds above, as labelled records:
CC(=O)NCC1CCCN(Cc2cn(-c3ccccc3F)nc2-c2cc(C)sc2C)C1 (stereo not drawn)
  CIT2 TOR yeast = 101.4
  LAP4-GFP MLPCN = 112.0
  JMJD2C inh = -3.5
  GRK2 aptamer HTS = 2.0
  RPL19A TOR yeast = 102.7
  MEP2-GFP yeast = 105.6
  VLA-4 inh = 0.8
  AGP1-GFP MLPCN = 110.8
NC(Cc1c[nH]c2ccccc12)C(=O)NCc1ccccc1 (stereo not drawn)
  CIT2 TOR yeast = 95.5
  LAP4-GFP MLPCN = 85.7
  JMJD2C inh = 1.5
  GRK2 aptamer HTS = 0.0
  RPL19A TOR yeast = 101.5
  MEP2-GFP yeast = 94.8
  VLA-4 inh = 7.0
  AGP1-GFP MLPCN = 98.2
O=C(Nc1ccccc1)c1nccn1Cc1ccc(F)cc1
  CIT2 TOR yeast = 96.8
  LAP4-GFP MLPCN = 85.5
  JMJD2C inh = -4.0
  GRK2 aptamer HTS = 1.0
  RPL19A TOR yeast = 101.9
  MEP2-GFP yeast = 92.3
  VLA-4 inh = 13.6
  AGP1-GFP MLPCN = 91.9
Cc1oc(=O)c(NC(=O)c2ccc(Cl)cc2)cc1C(=O)c1ccccc1
  CIT2 TOR yeast = 93.7
  LAP4-GFP MLPCN = 100.6
  JMJD2C inh = 7.4
  GRK2 aptamer HTS = 6.0
  RPL19A TOR yeast = 97.0
  MEP2-GFP yeast = 98.2
  VLA-4 inh = 22.6
  AGP1-GFP MLPCN = 95.0

# (list continues)
SMILES,CIT2 TOR yeast,LAP4-GFP MLPCN,JMJD2C inh,GRK2 aptamer HTS,RPL19A TOR yeast,MEP2-GFP yeast,VLA-4 inh,AGP1-GFP MLPCN
O=C(CSc1nnc(-c2ccncc2)n1CC1CCCO1)NCc1ccccc1 (stereo not drawn),94.5,98.7,2.7,0.0,97.7,102.9,5.7,106.2
COc1ccccc1-c1noc(-c2cc(OC)c(OC)c(OC)c2)n1,103.5,94.6,8.7,0.0,104.0,105.1,12.5,106.5
CCOC(=O)c1c(NC(=O)CCS(=O)(=O)c2ccccc2)sc2c1CC(C)(C)NC2(C)C,101.3,107.8,14.3,1.0,99.8,105.5,-6.5,99.5
CSc1ccc(S(=O)(=O)NCC(=O)OCC(=O)NCc2cccs2)cc1[N+](=O)[O-],104.1,102.1,0.0,0.0,99.2,97.1,-0.8,104.2
COC(=O)c1ccc(COC(=O)c2ccc(-n3cnnn3)cc2)o1,90.4,101.0,x,0.0,99.5,102.8,23.2,95.6
COCCOC(=O)C1=C(N)OC2=C(C(=O)CCC2)C1c1cccnc1 (stereo not drawn),98.3,105.3,-2.5,3.0,101.5,109.0,-4.9,101.8
COc1ccc(NC(=O)c2nc[nH]c2C(=O)N[C@@H](C)c2ccccc2)cc1,95.5,108.3,-16.9,0.0,103.7,96.1,13.1,91.3
CCn1c(SCC(=O)Nc2ccc(Cl)cc2)nc2nc3c(cc2c1=O)CCCC3,104.4,94.0,-1.8,1.0,100.1,98.4,10.7,105.2
Cc1snc(SCc2c(F)cccc2Cl)c1C#N,100.0,94.0,-32.0,0.0,104.6,103.2,-0.2,105.2
O=C(Cn1c(=O)oc2ccccc21)N1CCN(c2ccccc2)CC1,90.0,115.1,22.1,0.0,101.7,97.5,1.7,102.2
CCNC(=O)CCSc1nnc(-c2ccco2)o1,105.1,97.4,7.9,4.0,100.1,99.7,-4.5,102.0
CCN(CC)c1ccc(C(=O)Nn2cnc3ccccc3c2=O)cc1,87.6,98.6,-9.5,2.0,99.8,106.2,13.3,84.5
COc1cccc(N2CCN(c3ccc4nnc(CCC(=O)Nc5ccc(F)cc5F)n4n3)CC2)c1,98.2,84.5,4.8,2.0,96.3,89.1,-11.1,97.6
O=C(C1COc2ccccc2O1)N1CCN(c2nc3c(F)cc(F)cc3s2)CC1 (stereo not drawn),95.8,123.8,2.1,2.0,98.2,112.4,2.9,98.5
O=c1[nH]c(N2CCN(Cc3ccc4c(c3)OCO4)CC2)nc2c1CCCC2,98.6,91.9,0.9,2.0,91.5,93.8,8.2,93.5
Cc1ccc(-c2c(C(=O)N/N=C/c3sccc3C)nnn2-c2nonc2N)cc1,112.2,109.8,-5.0,0.0,106.8,111.1,1.7,113.6
Cc1ccc(S(=O)(=O)n2cnc3ccccc32)c(C)c1,87.7,90.1,16.7,0.0,98.5,91.4,-0.4,97.9
CC(=O)Nc1ccc(NC(=O)CNS(=O)(=O)c2ccc(C)cc2)cc1,101.5,93.5,-1.0,3.0,92.8,96.7,-21.0,92.5
CCOC(=O)/C(=C/c1ccc(OC(=O)c2ccncc2)cc1)C(C)=O,91.2,108.8,4.9,3.0,98.7,84.4,-1.6,98.8
COc1ccc(C(C(=O)NC(C)(C)C)N(Cc2cccs2)C(=O)CCC(=O)Nc2cc(C)on2)cc1 (stereo not drawn),92.8,98.5,17.8,0.0,98.5,102.0,1.6,99.0
COc1ccc(-c2csc3nc(C)n(-n4cccc4)c(=O)c23)cc1OC,100.2,103.7,4.6,0.0,100.6,108.5,16.0,114.3
C[C@@H](NC(=O)[C@@H]1Cc2ccccc2CN1)C(=O)Nc1ccc2c(c1)OCO2,99.7,108.8,5.7,1.0,101.4,105.9,-6.5,101.4
O=C(Nc1scc(-c2ccccc2)c1C(=O)O)c1ccccc1Cl,103.9,79.0,-36.4,0.0,111.0,112.1,-14.1,105.8
Cc1cc(/C=N/NC(=O)c2cc3ccccc3o2)c(C)n1C,100.0,93.2,1.3,2.0,101.5,102.0,1.4,98.5
CCC1Oc2ccccc2N(CC(=O)NCCc2ccc(OC)c(OC)c2)C1=O (stereo not drawn),109.5,104.2,-47.2,3.0,106.6,106.2,-7.8,108.6
Cc1nc2nc(C)c(NS(=O)(=O)c3ccc4c(c3)CCCC4)c(=O)n2[nH]1,100.7,95.6,-1.0,0.0,100.3,100.7,-6.9,93.2
COc1ccc(N2CC(C(=O)Nc3nccs3)CC2=O)cc1 (stereo not drawn),102.8,95.1,7.0,3.0,95.9,98.5,6.4,99.4
Cc1nc(N2CCOCC2)nc2c1CCC2,102.3,87.7,-3.7,0.0,103.0,102.3,12.5,91.9
CCc1ccc(N(CC(=O)NCc2ccc(F)cc2)C(=O)c2csnn2)cc1,u,u,7.3,3.0,u,u,-3.1,u
COc1cc2nc(C3CCC3)n(NC(=O)C(OC(C)=O)c3ccccc3)c(=O)c2cc1OC (stereo not drawn),105.3,102.0,-15.5&-1.1,2.0,104.2,107.9,11.5,110.3
O=C(c1ccco1)N1CCN(C(=S)Nc2cc(F)cc(F)c2)CC1,91.6,92.9,5.4,3.0,101.0,96.2,20.1,92.6
COc1cccc(CN2CC(C(=O)N(C)Cc3ccnc4ccccc34)CCC2=O)c1 (stereo not drawn),106.4,96.9,4.6,2.0,98.5,98.4,7.2,102.9
CN(Cc1ccccc1)/C(=N/O)c1cccc(Cl)c1,97.3,99.7,5.9,2.0,102.8,102.1,5.4,96.3
CCc1nnc(NC(=O)CN2CCN(c3ccccc3F)CC2)s1,106.5,105.0,6.8,3.0,117.3,103.7,-1.6,108.5
Cc1ccc(C)c(NC(=O)c2cc(S(=O)(=O)N3CCOCC3)cn2C)c1,99.5,93.1,-3.6,2.0,98.8,99.4,12.8,99.7
O=C(Cn1c(NCCO)nc2ccccc21)NCC1CCCO1 (stereo not drawn),111.0,106.6,5.3,100.0*,113.7,104.0,6.0,110.7
CC(C)(C)OC(=O)NCCCC[C@H](NC(=O)c1[nH]cnc1C(=O)N[C@@H](Cc1ccccc1)C(=O)OC(C)(C)C)C(=O)OC(C)(C)C,115.8,111.2,5.7,0.0,110.2,94.9,-2.8,97.1
O=C(NN=C1C2CC3CC(C2)CC1C3)c1cccc(S(=O)(=O)N2CCOCC2)c1,101.8,95.1,2.8,2.0,100.2,97.6,21.9,103.1
Cc1ccc(-c2csc3nnc(SCC(=O)NCc4ccco4)n23)cc1,115.2,113.8,2.2,3.0,106.2,110.8,-3.8,107.3
Cc1nn(CC(=O)Nc2ccccc2)c(=O)c2ccccc12,95.8,101.9,-8.5,3.0,104.0,103.5,9.5,104.3
O=C1NN(c2cccc(Br)c2)C(=O)/C1=C/c1cccs1,91.0,106.4,3.5,1.0,96.6,96.9,1.8,106.2
CCOc1ccc(NC(=O)C2CCCN(S(=O)(=O)c3cnc[nH]3)C2)cc1 (stereo not drawn),103.6,110.5,-1.8,1.0,100.6,102.2,9.9,107.0
O=C(c1ccco1)N1CCN(S(=O)(=O)Cc2ccc(Cl)cc2)CC1,99.3,105.2,-1.1,1.0,99.0,103.0,-6.0,104.2
c1ccc(Nc2c3c(nc4ccccc24)CCC3)cc1,107.7,98.4,-1.6,3.0,103.8,106.7,-5.8,106.0
Cc1ccc(CCNC(=O)C2CCN(S(=O)(=O)c3cccc4cccnc34)CC2)cc1,100.4,102.8,-1.3,1.0,99.8,111.7,8.3,102.5
Cc1ccccc1OCC(=O)Nc1cc(S(=O)(=O)N2CCOCC2)ccc1N1CCCC1,98.5,100.7,-10.3,0.0,95.6,93.7,-28.3,97.0
